RAD54 inh: inhibitors of human RAD54 branch migration, primary screen, biochemical, fluorescence, single point | DNA repair and recombination protein RAD54-like (Homo sapiens), Q92698 | 360,000 tested, 0.14% active | RAD54 Holliday junction branch migration, FAM/BHQ fluorescence | inhibition, % at 10.4 µM | AID 602329, 2012;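 active = mean normalized replicate activity at least 40 and at least half of replicates scoring 40 or more; inconclusive = only one of the two criteria met; inactive = mean below 40 and under half of replicates reaching 40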;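 note: 0% = median of neutral control wells and 100% = median of positive control wells; inhibitors cause a drop in the FAM fluorescence signal; in these data hits start at about 50%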
INS-1E GSIS act: GLuc luminescence reporter in INS-1E cells, primary screen for activators of glucose-dependent secretion of insulin | INS-1E GLuc reporter insulin secretion, 2-3 h | activation, % at 16.6 µM | 370,000 tested, 0.61% active | AID 743287, 2014;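 active = lowest replicate activation of at least 40%, so every replicate reaches that level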;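 note: 0% = median of neutral control wells and 100% = median of IBMX positive control wells; some compounds called inactive have numbers as strong as hits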
F508del corr: F508del CFTR correction, initial screen, CFBE line, single point; CFBE cells, YFP halide quenching; stimulated with forskolin plus potentiator P3; % fluorescence drop versus neutral controls; activity (quench increase), % at 7.58 µM; 350,000 tested, 0.36% active;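 active = mean added fluorescence quench of at least 8% versus neutral control, with both replicates also reaching 8%; inconclusive = only one of the mean or replicate conditions met; inactive = mean below 8% and not both replicates reaching 8%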;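 note: cells transiently co-express mutant CFTR-F508del with the halide-sensitive YFP; corrector assay measuring rescue of mutant channel to the surface after 24 h compound exposure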
Xi reactivation: activators of inactive X chromosome reactivation, primary screen, imaging, XiGFP fibroblasts, GFP high-content imaging, set 2; XiGFP mouse fibroblasts, % GFP-positive cells imaging, 3 d; cells co-treated with 5-aza-dC sensitizer; scaled so ellipticine positive control = 100%; activation, % at 7.58 µM; 360,000 tested, 0.055% active; AID 743238, 2013;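 active = mean normalized replicate activation at least 10% and every replicate at or above 10%; inconclusive = only one of the two criteria met; inactive = mean below 10% and not all replicates reach 10%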;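 note: 0% = median of on-plate neutral control wells and 100% = ellipticine 6 µM median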
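assay system = SV40-immortalized XiGFP fibroblast cells, line 68-5-11 | buffer or medium = DMEM plus 5-aza-dC sensitizer | doses = single-point pinned compound dosing | times = 3-day compound exposure, then 15 min fixation at room temperature | benchmarks = positive control ellipticine, 6 µM final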
Casp6 inh: human caspase-6 inhibitors, primary screen, biochemical, VEID-R110 fluorescence, single point, set 2. 350,000 tested, 0.53% active. inhibition, % at 12.5 µM. AID 686996, 2013. P55212. purified caspase-6, Z-VEID-R110 cleavage fluorescence;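 active = mean inhibition across replicates at least about 35%, with every replicate also reaching that limit, limit read from the data; inconclusive = only one of the two criteria met; inactive = neither criterion met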;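 note: 0% = median of neutral control wells and 100% = no fluorescence left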
Target sequence (P55212 24-179 limits assumed): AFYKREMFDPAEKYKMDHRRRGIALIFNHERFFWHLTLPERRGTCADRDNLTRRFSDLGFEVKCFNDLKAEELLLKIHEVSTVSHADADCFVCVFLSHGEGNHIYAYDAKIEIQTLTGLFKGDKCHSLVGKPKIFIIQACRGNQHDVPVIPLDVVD
Target sequence (P55212 194-293 limits assumed): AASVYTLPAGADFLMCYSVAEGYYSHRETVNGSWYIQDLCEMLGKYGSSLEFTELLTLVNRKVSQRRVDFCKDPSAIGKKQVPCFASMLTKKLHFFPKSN
RAD52 anneal inh: RAD52 DNA annealing inhibitors, primary screen, biochemical, FRET, single point, set 2 | recombinant RAD52 DNA annealing, FRET fluorescence | inhibition, % at 18.7 µM | 360,000 tested, 0.46% active | AID 651710, 2012 | DNA repair protein RAD52 homolog (Homo sapiens), P43351;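 active = every replicate showing at least 50% inhibition; inconclusive = mean inhibition at least 50% but not in every replicate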
E-sel inducer: E-selectin induction in HUVECs, primary screen, imaging, HUVEC, immunofluorescence imaging, single point | 260,000 tested, 0.37% active | normalized: neutral wells 0, TNF-alpha wells 100 | activation, % at 7.58 µM;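 active = mean E-selectin-positive cell signal at least 10% of the positive control, reached in at least 60% of replicates, without over 20% cell loss; inconclusive = no rule given, readout overlaps actives, possibly toxicity-flagged; inactive = the rest, including those meeting only one limit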;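 note: in these data hits start at about 27%; measured in HUVEC primary endothelial cells; signal is the percent of cells scored E-selectin positive by PE staining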
Target sequence (P16581 whole entry, looked up): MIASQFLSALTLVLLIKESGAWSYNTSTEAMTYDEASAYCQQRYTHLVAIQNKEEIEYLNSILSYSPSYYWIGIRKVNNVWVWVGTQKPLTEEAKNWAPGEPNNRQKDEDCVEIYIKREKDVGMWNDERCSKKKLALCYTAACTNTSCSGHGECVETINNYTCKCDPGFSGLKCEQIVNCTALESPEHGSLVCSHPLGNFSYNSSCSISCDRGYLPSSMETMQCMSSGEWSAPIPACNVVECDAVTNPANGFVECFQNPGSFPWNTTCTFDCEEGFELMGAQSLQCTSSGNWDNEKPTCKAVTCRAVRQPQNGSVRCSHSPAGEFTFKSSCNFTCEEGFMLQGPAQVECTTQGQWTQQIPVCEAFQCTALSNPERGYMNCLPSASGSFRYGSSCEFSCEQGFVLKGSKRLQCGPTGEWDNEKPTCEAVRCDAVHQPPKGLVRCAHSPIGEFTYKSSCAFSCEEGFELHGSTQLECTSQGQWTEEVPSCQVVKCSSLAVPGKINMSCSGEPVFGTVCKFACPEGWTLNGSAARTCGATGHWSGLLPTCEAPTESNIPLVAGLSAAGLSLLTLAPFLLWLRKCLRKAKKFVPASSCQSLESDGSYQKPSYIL
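assay system = HUVEC, human umbilical vein endothelial cells | input = 3,000 HUVEC seeded per well | medium = EGM-2 growth medium on 0.1% gelatin-coated wells | dosing = one compound dose added by pin transfer | signal = immunofluorescence imaging | read-out basis = % PE-positive cells | control set = TNF-alpha, DMSO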
DENV2 CPE: inhibitors of DENV2 cytopathic effect, primary screen, cell-based, plate reader, single concentration | CPE inhibition, % at 9.99 µM | DENV2-infected cells, cytopathic effect rescue | 350,000 tested, 1.7% active; in the data active = CPE inhibition above about 20%, passing the limit was not always enough; inconclusive = no clear call, values can overlap the other calls; tested in BHK-21 cells;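 note: 0% = median of neutral control wells and 100% = median of positive control wells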
* marks the source's active call; other numbers are inactive results; ? = inconclusive; / = not tested or not shown.

SMILES	RAD54 inh	INS-1E GSIS act	F508del corr	Xi reactivation	Casp6 inh	RAD52 anneal inh	E-sel inducer	DENV2 CPE
C[C@@H]1CN([C@@H](C)CO)C(=O)c2cc(NC(=O)Nc3ccc4c(c3)OCO4)ccc2O[C@@H]1CN(C)S(=O)(=O)c1ccc(F)cc1	-26	-16	5.7	0.0	-1	12	-15	-2
COc1ccccc1-n1c(SC)nc2c(sc(=S)n2-c2ccccc2)c1=O	-5	16	-0.3	0.1	1	-9	/	-3
Cc1ccc(-c2ccc3c(c2)O[C@@H](CN(C)Cc2ccc(C(=O)O)cc2)[C@@H](C)CN([C@H](C)CO)S3(=O)=O)cc1	3	2	-0.6	-0.1	0	7	-0.2	-10
O=C1CCCCN1CCC(=O)N1CCCC(N2CCN(c3cccc(Cl)c3)CC2)C1 (stereo not drawn)	2	-16	-1.9	0.1	1	-28	-1.6	1
O=C(NCCCNC(=O)c1ccccn1)c1ccc(Cl)cc1	-1	1	0.0	-0.1	-1	1	0.7	-4
O=C(CC1SC(N2CCCCC2)=NC1=O)Nc1ccc(C(=O)Nc2ccccc2)cc1 (stereo not drawn)	4	-8	0.2	0.2	0	-2	-0.2	6
O=C(Cc1cccnc1)N1CC(=O)N2[C@H](CO)[C@H](c3ccc(C#CC4CCCC4)cc3)[C@@H]2C1	/	-2	-0.5	-0.1	-3	4	-0.6	2
CCCCN(CC)CCNC(=O)C1CCCN(S(=O)(=O)c2cccc3nsnc23)C1 (stereo not drawn)	5	-3	-1.9	0.0	-5	-4	1.3	8
N#Cc1ccc(NC(=O)CN2CCN(c3ccccn3)CC2)cc1	-7	-16	-2.5	0.1	-5	-12	1.2	-4
CCNC(=O)C1(C)CCCN(Cc2csc(-c3ccccc3)n2)C1 (stereo not drawn)	4	40	1.1	-0.1	-2	-127	-0.3	-1
CC(=O)Nc1ccc(N2C(=O)CSC2c2cccc([N+](=O)[O-])c2)cc1 (stereo not drawn)	/	-8	2.6	0.0	0	-18	-0.6	-8
O=C(Nc1ccc(F)cc1)N1CCCCN2[C@H](CO)[C@@H](c3ccc(-c4ccccc4F)cc3)[C@@H]2C1	5	/	-0.3	/	1	49	/	-6
CCOc1ccccc1C(=O)Nc1ccc(C(=O)c2ccccc2)cc1	-2	3	3.5	0.2	1	-4	/	-2
COc1ccccc1N(CC(=O)N/N=C(\C)c1ccccc1O)S(=O)(=O)c1ccc(C)cc1	-1	0	4.4	0.0	0	-18	/	-9
CC(C(=O)Nc1ccc(C#N)cc1)N(C)Cc1cccs1 (stereo not drawn)	14	5	1.7	0.1	2	3	-0.2	2
O=C(CNCc1cccs1)NC12CC3CC(CC(C3)C1)C2	/	-2	0.9	0.4	-2	-5	/	8
CCOC(=O)c1ccc2[nH]c3c(c2c1)CCCCC3=O	-1	8	0.4	/	0	-20	/	/
COc1ccccc1NC(=O)N1CCCC1C(=O)NCC1CCCO1 (stereo not drawn)	/	15	-5.0	0.1	-2	-9	/	3
CC1(C)Cc2cccc(OCC(=O)OCC(=O)Nc3ccccc3)c2O1	-6	-1	-1.0	-0.7	2	-5	5.1	-11
Cc1ccn2c(=O)nc(SCC(=O)N3CCC(Cc4ccccc4)CC3)nc2c1	4	-23	-1.5	0.0	5	-32	0.0	0
Cc1ccccc1-c1ccc2c(c1)O[C@H](CN(C)C(=O)c1ccccn1)[C@H](C)CN([C@H](C)CO)S2(=O)=O	9	9	1.5	-1.1	0	15	-1.1	-3
O=C1CCC(C(=O)N(Cc2cccs2)C2(C(=O)NC3CCCCC3)CCCCC2)N1 (stereo not drawn)	/	2	2.8	0.5	1	2	-2.1	8
CC1=NNC(=O)C1CCC(=O)N/N=C(/C)c1ccc([N+](=O)[O-])cc1 (stereo not drawn)	0	6	6.8	0.1	-1	1	-0.1	-5
Cc1cccc(OCC(=O)NCCCNC(=O)c2cnccn2)c1	/	7	2.4	0.1	3	-7	0.2	3
O=C(O)c1ccccc1N1C(=O)C2C3CCC(C3)C2C1=O (stereo not drawn)	/	-4	-0.4	0.1	0	-17	5.2	-1
Cc1ccccc1Nc1nc2ccccc2n1C(C)C	/	9	/	0.2	0	-6	1.0	-1
ClC1(Cl)CC1Cn1c(C2CC2)nc2ccccc21 (stereo not drawn)	/	30	1.2	0.0	1	-6	/	-5
Cc1ccc(NC(=O)CSc2nnc(CNC(=O)c3ccccc3F)o2)cc1	5	9	0.3	0.0	0	-5	/	5
CCOc1ccccc1NC(=O)CSc1nncc2ccccc12	-6	1	2.0	0.2	-1	-8	0.4	2
Cc1ccc(C)c(S(=O)(=O)N(C)c2ccc(OC(=O)CN3C(=O)NC4(CCCC4)C3=O)cc2)c1	-5	-17	0.0	0.6	0	-10	-0.5	16
CO[C@H]1CN(C)C(=O)c2ccc(NC(=O)NC(C)C)cc2OC[C@H](C)N(CC2CC2)C[C@H]1C	/	-4	1.6	0.1	/	12	-0.1	/
Nc1ccccc1C(=O)NCc1ccco1	3	12	0.1	0.2	2	-12	/	8
CCCNC(=O)C[C@@H]1CC[C@@H]2[C@@H](COc3ccc(NC(=O)c4cccs4)cc3C(=O)N2C)O1	-2	1	3.2	0.2	-6	5	0.2	?
Cc1ccc2nc(SCC(=O)Nc3ccc(F)cc3F)nc(=O)n2c1	-8	8	0.4	0.1	0	-7	0.0	-4
CN(CC(=O)Nc1ccc(C(N)=O)cc1)CC(=O)Nc1ccccc1Cl	/	9	/	-0.1	0	-8	/	-1
CN(C)c1ncnc2c1ncn2[C@H]1CN(Cc2cccnc2)C[C@@H](CO)O1	-3	5	-2.0	0.1	0	-25	/	-3
Cc1ccc(S(=O)(=O)N[C@@H]2CC[C@@H](CCn3cc(-c4cccnc4)nn3)O[C@H]2CO)cc1	-1	18	1.3	0.0	0	1	2.3	1
Cc1ccc(S(=O)(=O)Nc2cccc3c2O[C@@H](CN(C)Cc2ccc(Oc4ccccc4)cc2)[C@@H](C)CN([C@H](C)CO)C3=O)cc1	0	-11	-0.1	0.0	-1	19	0.3	7
O=C(c1ccc([N+](=O)[O-])cc1)N1CCSC1c1ccc(Br)cc1 (stereo not drawn)	/	13	0.6	-0.1	-1	-1	1.0	-3
Cc1noc(C)c1NC(=O)N(C)C[C@@H]1Oc2ccc(NC(=O)CCCCCC(=O)Nc3ccccc3N)cc2C(=O)N([C@@H](C)CO)C[C@H]1C	/	8	0.0	0.0	3	9	-3.4	5
O=C1CNC(=S)N1Cc1ccc(Cl)cc1	18	3	-1.4	-0.1	/	-8	1.1	4
CCCCNC(=O)C1(C)CCN1C(=O)c1cccc(OC(F)(F)F)c1 (stereo not drawn)	-4	4	2.7	0.4	-2	-7	0.0	6
COC(=O)c1ccsc1NC(=O)C1COc2ccccc2O1 (stereo not drawn)	-4	/	-2.9	0.1	1	-14	0.4	10
COC(=O)c1ccc([C@H]2C=C(C(=O)N3CCN(Cc4ccc5c(c4)OCO5)CC3)O[C@@H](OCc3ccc(CO)cc3)C2)cc1	-6	/	1.6	/	2	-9	/	5
COc1cc(C(C)=O)ccc1COc1ccc(C(=O)O)cc1OC	/	0	0.9	-0.1	3	-10	0.1	-5
Cc1ccccc1NC1=NC(=S)N(CC(N)=O)C12CCOC(C)(C)C2 (stereo not drawn)	1	-6	-2.0	0.3	0	-5	8.8	0
CNC[C@@H]1Oc2ccc(N(C)C)cc2C(=O)N([C@@H](C)CO)C[C@@H]1C	-3	7	-3.6	-0.5	1	4	/	6
CN(C)c1cc[n+](CC(=O)Nc2ccccc2C(F)(F)F)cc1	2	-6	-3.9	-0.1	-5	-17	-1.3	0
O=C(C1CC1)N1N=C(c2ccc(Br)cc2)CC1(O)C(F)(F)F (stereo not drawn)	2	-13	0.1	0.0	1	-4	-0.5	4
CCN1C(=NCc2cc(OC)c(OC)c(OC)c2)N[C@@H](c2cccc(C(F)(F)F)c2)C(C(=O)OC)=C1C	4	-6	-0.2	0.1	4	-16	-0.1	-16
COCC(=O)N(C)C[C@H]1Oc2cc(-c3cccnc3)ccc2S(=O)(=O)N([C@H](C)CO)C[C@H]1C	-5	20	0.7	-0.7	-1	11	0.6	-8
COc1cccc(N2CCN(C(=O)CN(C)S(=O)(=O)c3ccc4c(c3)c(=O)n(C)c(=O)n4C)CC2)c1	/	5	-1.1	0.2	0	-8	1.9	2
COc1ccc2c3c(n(C)c2c1)[C@H](CO)N(Cc1ccccc1OC)CC31CCN(C(=O)C2CC2)CC1	/	-10	-1.1	-0.1	-4	-72	11	4
O=C1CCCC2=C1C(c1ccc(O)c(O)c1)Nc1ccc3ccccc3c12 (stereo not drawn)	-3	-11	0.0	-0.2	10	-2	-0.2	-4
O=C(OCC(=O)N1CCN(S(=O)(=O)c2ccc(Cl)cc2)CC1)c1cccc(OC(F)F)c1	-4	-16	1.3	0.0	0	-4	/	13
COc1ccccc1C(CNC(=O)c1ccc(NS(=O)(=O)c2ccc3c(c2)OCCO3)cc1)N(C)C (stereo not drawn)	3	-15	-1.1	0.3	-3	6	/	-6
O=C(Nc1cccc(Cl)c1)Nc1ccnc(-c2cccnc2)n1	/	-13	-2.8	0.3	0	-12	-0.2	-3
C[C@H](O)C#Cc1ccc([C@H]2[C@@H](CO)N3CCCCN(C(=O)Nc4ccccc4)C[C@H]23)cc1	10	4	1.6	0.0	5	-14	-0.1	-1
CCOC(=O)c1c(-c2ccc(C)cc2)csc1NC(=O)/C(C#N)=C/c1ccc(O)c(OC)c1	/	-2	3.2	6.6	-3	-41	-6.3	-2
COc1ccccc1CN1CCN(Cc2nc(-c3cccs3)no2)CC1	/	11	-0.1	0.1	-1	-34	1.2	-8

Part of the list above with just RAD52 anneal inh and Xi reactivation:
SMILES | RAD52 anneal inh | Xi reactivation
O=C1CNC(=S)N1Cc1ccc(Cl)cc1 | -8 | -0.1
CCCCNC(=O)C1(C)CCN1C(=O)c1cccc(OC(F)(F)F)c1 (stereo not drawn) | -7 | 0.4

New compounds follow
SMILES	RAD54 inh	INS-1E GSIS act	F508del corr	Xi reactivation	Casp6 inh	RAD52 anneal inh	E-sel inducer	DENV2 CPE
O=C(C[C@H]1C=C[C@H](NC(=O)Nc2cc(F)ccc2F)[C@H](CO)O1)Nc1ccccc1	-3	/	0.0	0.0	2	8	17	16
CC(C)NC(=O)N1[C@H](CO)[C@H]2c3ccccc3N(C(=O)Nc3ccc(Cl)cc3)C[C@H]21	-1	-5	1.3	0.2	-2	-11	-0.3	?
O=C(Nc1cc(F)ccc1F)N[C@@H]1CC[C@H](CC(=O)N2CCc3ccccc3C2)O[C@H]1CO	-6	-12	1.5	0.3	3	/	-0.1	-1
Cc1ccc(Nc2nc3ccccc3s2)cc1	/	/	/	0.3	1	2	1.3	-3
